BioA inh – M. tuberculosis BioA enzyme inhibitors, primary screen, biochemical, plate reader, single point, HTS | 7,8-diaminopelargonic acid synthase BioA (Mycobacterium tuberculosis) | purified M. tuberculosis BioA enzyme | inhibition, % at 9.99 µM | 0.096% of 360,000 active; in the data active = inhibition above about 40%
* marks the source's active call; other numbers are inactive results.

SMILES	BioA inh
COc1ccc(NC(=O)N(C)C[C@@H]2Oc3c(NC(=O)Nc4ccc(C(F)(F)F)cc4)cccc3C(=O)N([C@H](C)CO)C[C@@H]2C)cc1	-2.9
CC(C)CC#Cc1cnc2c(c1)C(=O)N([C@H](C)CO)C[C@H](C)[C@@H](CN(C)Cc1ccc(F)cc1)O2	1.1
C[C@H](CO)N1C[C@H](C)[C@H](CN(C)C(=O)Nc2ccc(C(F)(F)F)cc2)Oc2ccc(NS(C)(=O)=O)cc2CC1=O	-1.3
CO[C@@H]1CN(C)C(=O)c2cc(NC(=O)Nc3ccc(Cl)cc3)ccc2OC[C@H](C)N(C(=O)Nc2c(C)noc2C)C[C@H]1C	-0.3
COc1ccccc1-c1cn(CC[C@@H]2CC[C@H](NC(=O)Cc3ccccn3)[C@H](CO)O2)nn1	0.6
CCC(=O)N(C)C[C@H]1Oc2cc(C#Cc3cccnc3)ccc2S(=O)(=O)N([C@@H](C)CO)C[C@H]1C	0.0
COCC(=O)N(C)C[C@@H]1Oc2ncc(-c3ccccc3OC)cc2C(=O)N([C@@H](C)CO)C[C@@H]1C	2.8
C/C=C/c1cnc2c(c1)C(=O)N([C@@H](C)CO)C[C@@H](C)[C@H](CN(C)C(=O)Cc1ccccn1)O2	1.6
Cc1cccc(S(=O)(=O)N2CC[C@@H]3[C@H](CO)Nc4ccc(C#Cc5ccccc5F)cc4[C@@H]32)c1	-3.3
CCCC#Cc1cnc2c(c1)C(=O)N([C@H](C)CO)C[C@H](C)[C@H](CN(C)C(=O)Nc1cccc(F)c1)O2	5.9
CC(=O)Nc1ccc2c(c1)C(=O)N(C)[C@@H]1CC[C@@H](CC(=O)NCC3CC3)O[C@H]1CO2	-0.4
Cc1noc(C)c1S(=O)(=O)N(C)C[C@@H]1OCCCC[C@@H](C)Oc2ccc(NC(=O)C3CCCCC3)cc2C(=O)N([C@H](C)CO)C[C@@H]1C	-1.5
CC(C)NC(=O)Nc1ccc2c(c1)C(=O)N([C@H](C)CO)C[C@H](C)[C@H](CN(C)C(=O)NC(C)C)OCCCC[C@H](C)O2	-2.1
CC(=O)N(C)C[C@@H]1Oc2cc(C#Cc3ccccc3F)ccc2S(=O)(=O)N([C@@H](C)CO)C[C@@H]1C	0.2
CO[C@@H](CN(C)C(=O)C1CCOCC1)[C@@H](C)CN(C(=O)Nc1ccc(F)cc1)[C@H](C)CO	1.1
C[C@@H]1CN([C@@H](C)CO)C(=O)c2cc(NC(=O)Nc3ccc(F)cc3)ccc2O[C@@H]1CN(C)CC1CCCCC1	-0.9
COc1ccccc1CNC(=O)C[C@@H]1C[C@@H]2c3cc(NC(=O)C4CCC4)ccc3O[C@@H]2[C@@H](CO)O1	-3.4
Cc1ccccc1-c1ccc2c(c1)O[C@@H](CN(C)CC1CC1)[C@@H](C)CN([C@H](C)CO)S2(=O)=O	0.5
COc1ccccc1-c1cn(CC[C@@H]2CC[C@@H](NC(=O)C3CCOCC3)[C@H](CO)O2)nn1	-1.5
C[C@@H]1CN([C@@H](C)CO)C(=O)c2cc(NC(=O)Nc3cccc4ccccc34)ccc2O[C@@H]1CN(C)C(=O)Nc1ccccc1	-2.9
Cc1noc(C)c1NC(=O)Nc1ccc2c(c1)C(=O)N([C@H](C)CO)C[C@@H](C)[C@H](CN(C)CC1CCCCC1)OCCCC[C@@H](C)O2	1.8
Cc1noc(C)c1NC(=O)NCC[C@@H]1CC[C@@H](NC(=O)c2ccccc2)[C@@H](CO)O1	-2.0
CNC(=O)C[C@H]1CC[C@@H]2[C@H](COc3ccc(NC(=O)C4CCCCC4)cc3C(=O)N2C)O1	3.0
C[C@@H]1CN([C@H](C)CO)C(=O)c2cc(/C=C/c3ccccc3)cnc2O[C@H]1CN(C)S(=O)(=O)c1cn(C)cn1	1.5
CC(C)(C)[S@@](=O)N1Cc2cc(C(=O)N[C@H]3CCN(Cc4ccccc4)C3)nc(-c3cccc(-c4cccnc4)c3)c2[C@H]1CCO	2.3
COc1ccc(S(=O)(=O)Nc2ccc3c(c2)CC(=O)N([C@H](C)CO)C[C@H](C)[C@H](CN(C)C(=O)Nc2ccc(C(F)(F)F)cc2)O3)cc1	0.5
CCC(=O)N1CCCCN2[C@H](CO)[C@@H](c3ccc(-c4cccnc4)cc3)[C@@H]2C1	2.6
COc1ccccc1CNC(=O)C[C@H]1CC[C@H]2[C@@H](COC[C@@H](O)CN2Cc2ccc3c(c2)OCO3)O1	-0.8
C[C@@H]1CCCCO[C@@H](CN(C)C(=O)CCCN(C)C)[C@@H](C)CN([C@@H](C)CO)C(=O)c2cc(NS(=O)(=O)c3ccc(F)cc3)ccc2O1	-0.1
O=C(c1cnccn1)N1C[C@H]2[C@@H](c3ccccc31)[C@@H](CO)N2Cc1ccccc1Cl	0.3

SMILES	BioA inh
C[C@H](CO)N1C[C@H](C)[C@H](CN(C)Cc2ccc3c(c2)OCO3)Oc2ccc(NS(=O)(=O)c3cccs3)cc2CC1=O	1.1
C[C@@H]1CN([C@@H](C)CO)C(=O)Cc2cc(NC(=O)C3CC3)ccc2O[C@H]1CN(C)C	-1.6
C[C@@H]1CN([C@@H](C)CO)C(=O)c2cc(-c3cccc(F)c3)cnc2O[C@@H]1CN(C)Cc1cccnc1	-2.5
COc1ccc(NC(=O)N(C)C[C@@H]2Oc3ccc(NC(=O)CCN4CCOCC4)cc3C(=O)N([C@@H](C)CO)C[C@@H]2C)cc1	-0.4
COc1ccc(NC(=O)Nc2ccc3c(c2)[C@@H]2C[C@H](CC(=O)N4CCCCC4)O[C@H](CO)[C@@H]2O3)cc1	-1.3
C[C@H](CO)N1C[C@H](C)[C@@H](CN(C)C(=O)Nc2cccc3ccccc23)Oc2ccc(N(C)C)cc2CC1=O	0.4
COCC(=O)N1[C@@H](C#N)[C@H](c2ccc(C#CCC3CCCC3)cc2)[C@@H]1CO	4.4
COc1cccc(S(=O)(=O)N[C@@H]2CC[C@H](CCn3cc(-c4ccc(F)cc4)nn3)O[C@@H]2CO)c1	2.6
CO[C@@H]1CN(C)C(=O)c2cc(NC(C)=O)ccc2OC[C@@H](C)N(C(=O)c2ccncc2)C[C@H]1C	1.0
CNC[C@H]1Oc2ccc(NC(=O)Nc3c(C)noc3C)cc2CC(=O)N([C@H](C)CO)C[C@@H]1C	-1.7
O=C(NC1CCCC1)N1CCCCN2[C@H](C1)[C@H](c1ccc(-c3ccncc3)cc1)[C@@H]2CO	-0.2
COc1ccc(-c2ccc([C@@H]3[C@@H](C#N)N(C(=O)CN(C)C)[C@@H]3CO)cc2)cc1	0.1
C[C@@H]1CN([C@H](C)CO)C(=O)c2cc(NC(=O)Nc3ccc4c(c3)OCO4)ccc2O[C@H]1CN(C)Cc1ccccc1	-1.7
C[C@@H]1CN([C@H](C)CO)C(=O)Cc2cc(NS(C)(=O)=O)ccc2O[C@H]1CN(C)CC1CC1	-0.8
C[C@H]1CN([C@@H](C)CO)C(=O)Cc2cc(NS(=O)(=O)c3cccs3)ccc2O[C@@H]1CN(C)Cc1ccc2c(c1)OCO2	2.3
C[C@H]1CN([C@@H](C)CO)S(=O)(=O)c2ccc(Br)cc2O[C@@H]1CN(C)CC1CCOCC1	5.9
COc1ccccc1C(=O)Nc1ccc2c(c1)OC[C@H](C)NC[C@H](C)[C@H](OC)CN(C)C2=O	0.9
CC(C)NC(=O)N[C@H]1CC[C@H](CCn2cc(-c3ccccc3)nn2)O[C@@H]1CO	-0.2
CCCN1C[C@H](C)[C@H](OC)CN(C)C(=O)c2cc(NC(=O)c3cnccn3)ccc2OC[C@@H]1C	2.1
CO[C@H](CN(C)S(=O)(=O)c1ccc(C)cc1)[C@@H](C)CN([C@H](C)CO)S(=O)(=O)c1cccc(Cl)c1	3.2
O=C(C[C@H]1CC[C@@H](NC(=O)Nc2ccc3c(c2)OCO3)[C@@H](CO)O1)NCc1ccc2c(c1)OCO2	7.2
C[C@@H]1CCCCO[C@H](CN(C)C(=O)Nc2ccccc2)[C@@H](C)CN([C@@H](C)CO)C(=O)c2cc(NC(=O)c3ccncc3)ccc2O1	1.1
CC(C)NC(=O)Nc1ccc2c(c1)CC(=O)N([C@@H](C)CO)C[C@@H](C)[C@H](CN(C)S(=O)(=O)c1cccs1)O2	1.0
C[C@H]1CN([C@@H](C)CO)C(=O)c2cc(NS(=O)(=O)c3cccs3)ccc2O[C@@H]1CN(C)Cc1ccc(Oc2ccccc2)cc1	0.2
CCCNC(=O)[C@H]1[C@H](CO)[C@H]2Cn3c(ccc(-c4ccc(OC)cc4)c3=O)[C@H]2N1CCC	19
COc1cccc(S(=O)(=O)Nc2ccc3c(c2)OC[C@@H](C)N(Cc2ccccc2F)C[C@H](C)[C@@H](OC)CN(C)C3=O)c1	-2.5
COC(=O)C[C@@H]1CC[C@H](NS(=O)(=O)c2ccc(OC)cc2)[C@H](CO)O1	2.4
COc1ccc(NC(=O)N[C@H]2CC[C@@H](CCNS(=O)(=O)c3cccc(Cl)c3)O[C@H]2CO)cc1	-1.3
CC(C)NC(=O)N(C)C[C@H]1Oc2ccc(NC(=O)Nc3cccc4ccccc34)cc2CC(=O)N([C@H](C)CO)C[C@@H]1C	9.5
COC(=O)[C@@H]1[C@@H](CO)[C@@H]2Cn3c(ccc(/C=C/c4ccccc4)c3=O)[C@@H]2N1C(=O)CC1CC1	1.6

Random excerpt: seven entries already listed.
SMILES	BioA inh
C[C@@H]1CN([C@H](C)CO)C(=O)Cc2cc(NS(C)(=O)=O)ccc2O[C@H]1CN(C)CC1CC1	-0.8
COc1ccc(NC(=O)Nc2ccc3c(c2)[C@@H]2C[C@H](CC(=O)N4CCCCC4)O[C@H](CO)[C@@H]2O3)cc1	-1.3
O=C(C[C@H]1CC[C@@H](NC(=O)Nc2ccc3c(c2)OCO3)[C@@H](CO)O1)NCc1ccc2c(c1)OCO2	7.2
COc1ccc(NC(=O)N[C@H]2CC[C@@H](CCNS(=O)(=O)c3cccc(Cl)c3)O[C@H]2CO)cc1	-1.3
CC(C)NC(=O)Nc1ccc2c(c1)CC(=O)N([C@@H](C)CO)C[C@@H](C)[C@H](CN(C)S(=O)(=O)c1cccs1)O2	1.0
CC(C)NC(=O)N[C@H]1CC[C@H](CCn2cc(-c3ccccc3)nn2)O[C@@H]1CO	-0.2
COc1cccc(S(=O)(=O)N[C@@H]2CC[C@H](CCn3cc(-c4ccc(F)cc4)nn3)O[C@@H]2CO)c1	2.6

(further entries)
SMILES	BioA inh
O=C(Nc1cccc(Cl)c1)N[C@@H]1CC[C@@H](CCNC(=O)C2CCCCC2)O[C@H]1CO	-1.3
CN(C)CCCNC(=O)[C@H]1[C@H](CO)[C@H]2Cn3c(cccc3=O)[C@@H]1N2C(=O)Nc1cc(F)ccc1F	-2.1
CO[C@H](CN(C)C(=O)c1ccccc1F)[C@H](C)CN([C@@H](C)CO)S(=O)(=O)c1ccc(C)cc1	-1.0
CO[C@@H]1CC[C@H]2CCOc3c(C#N)cccc3C(=O)N(C)C[C@H](C)C(=O)N(C)C[C@H]1O2	-2.8
C[C@@H]1CN([C@@H](C)CO)C(=O)c2cccc(NC(=O)Nc3ccc(C(F)(F)F)cc3)c2O[C@H]1CN(C)CC1CC1	-0.2
COc1cccc(-c2ccc3c(c2)O[C@H](CN(C)CC2CC2)[C@H](C)CN([C@H](C)CO)S3(=O)=O)c1	-1.3
C[C@H]1CCCCO[C@@H](CN(C)CC2CCCCC2)[C@@H](C)CN([C@@H](C)CO)C(=O)c2cc(NC(=O)CCC(F)(F)F)ccc2O1	0.0
Cc1cccc(CN(C)C[C@@H]2OCc3cn(nn3)CCCC(=O)N([C@H](C)CO)C[C@H]2C)c1	0.6
CO[C@H]1CN(C)C(=O)c2ccc(NS(C)(=O)=O)cc2OC[C@@H](C)N(C(=O)CC2CC2)C[C@@H]1C	1.5
COc1ccc(S(=O)(=O)N(C)C[C@H]2OCCCC[C@H](C)Oc3ccc(NC(=O)NC4CCCCC4)cc3C(=O)N([C@@H](C)CO)C[C@H]2C)cc1	0.1
CO[C@@H]1CN(C)C(=O)c2cc(NC(=O)C3CC3)ccc2OC[C@H](C)N(C(=O)CN(C)C)C[C@@H]1C	-0.5
C[C@@H]1CN([C@H](C)CO)S(=O)(=O)c2ccc(C#CC3CCCC3)cc2O[C@H]1CN(C)C	-2.8
COC(=O)[C@H]1[C@H](CO)[C@H]2Cn3c(ccc(-c4ccccc4F)c3=O)[C@H]2N1C(=O)c1ccccn1	-0.1
COCCNC[C@@H]1[C@H](c2ccccc2)[C@H](CO)N1c1nc(C)c(C)s1	4.5
COc1ccc(NC(=O)Nc2ccc3c(c2)C(=O)N([C@H](C)CO)C[C@H](C)[C@@H](CN(C)C(=O)Nc2ccc(F)cc2)O3)cc1	2.5
C[C@@H]1CN([C@H](C)CO)C(=O)c2cccc(NS(=O)(=O)c3ccc(F)cc3)c2O[C@H]1CN(C)C(=O)Nc1ccc(F)cc1	-1.8
Cc1noc(C)c1S(=O)(=O)N(C)C[C@@H]1OCCCC[C@H](C)Oc2ccc(NC(=O)CCC(F)(F)F)cc2C(=O)N([C@@H](C)CO)C[C@H]1C	2.8
Cc1ccc(S(=O)(=O)Nc2ccc3c(c2)C(=O)N([C@H](C)CO)C[C@@H](C)[C@@H](CN(C)Cc2ccc4c(c2)OCO4)O3)cc1	0.3
CCCc1cn(CC[C@@H]2CC[C@H](NC(=O)C3CCOCC3)[C@@H](CO)O2)nn1	1.2
C[C@@H]1CN([C@H](C)CO)C(=O)c2cc(NC(=O)CCN3CCOCC3)ccc2O[C@@H]1CN(C)C(=O)NC1CCCCC1	-2.3
CNC(=O)C[C@@H]1CC[C@@H]2[C@H](COC[C@H](O)CN2C(=O)c2ccc3c(c2)OCO3)O1	-5.7
CO[C@@H]1CN(C)C(=O)c2ccc(NC(=O)C3CCCCC3)cc2OC[C@@H](C)N(Cc2nccs2)C[C@H]1C	4.2

From PubChem BioAssay

This is a subset; the hit share may differ from the screen's.
